High-throughput results (PubChem)
PPARg SRC-1 ag – promotes SRC-1 coactivator recruitment by human PPARgamma. P37231. PPARgamma-SRC-1 coactivator recruitment biochemical assay. activation, % at 8 µM. 0.41% of 200,000 active. AID 631; in the data active = activation above about 19%;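 also: 0% = DMSO and 100% = reference agonist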
ROMK primary – modulators of human ROMK potassium channel | 2% of 130,000 active | Tet-inducible ROMK, thallium flux fluorescence; actives lie on both sides | B-score at 10 µM | AID 1918;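 active = signal ratio slope over the read window, or its plate-corrected B-score, at least 3 SD from the plate mean, either direction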;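 also: B-score of the F/F0 ratio slope over 7 to 12 s after thallium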
RAM network inh – blocks the yeast RAM network; inhibition, % at 50 µM; S. cerevisiae dse1pr::URA3 reporter, 5-FOA growth OD615, 2 d; analog-sensitive cbk1-as2 kinase mutant strain; 1.8% of 190,000 active; AID 868;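 active = inhibition above a set limit, 3 SD over mean compound inhibition, cut at about 8.4% in these data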;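 also: 0% = DMSO-only wells with no growth and 100% = 10 µM 1-NA-PP1 full growth; inhibition rescues growth on 5-FOA so higher OD means more RAM inhibition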
STAT3 blocker – reduces IL-6 driven STAT3 reporter signal; U3A cells, IL-6 STAT3-luciferase reporter, luminescence; host cell line lacks STAT1; inhibition, % at 5.5 µM; 0.89% of 190,000 active; AID 862;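 active = inhibition above the mean inhibition across all screened compounds plus 3 SD, cut at about 44% in these data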;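 also: 0% = DMSO only wells and 100% = 100 µM nifuroxazide control wells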
TR-FRET SRC-2 ct – counter-screen for PPARgamma SRC-2 recruitment agonists: TR-FRET artefact | hits give high values | TR-FRET ratio at 8 µM | 0.4% of 200,000 active | AID 1049; in the data active = TR-FRET ratio above about 2000; also: inactives centre near 1500
S1P3 antagonist – S1P3 (human) receptor antagonism; inhibition, % at 4.98 µM; CHO S1P3 NFAT-BLA reporter, FRET fluorescence, antagonist mode; 0.27% of 170,000 active; Q99500;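 active = inhibition above the plate cutoff, the mean inhibition of test wells on that plate plus 3 SD, cut at about 28% in these data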;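 also: cells challenged with S1P at its EC80 of 0.8 µM; blue over green emission ratio from cleaved BLA substrate after 4 h stimulation; 0% = S1P-stimulated wells and 100% = unstimulated DMSO-only wells; some compounds past the cut are filed as inactive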
STAT1 inh – inhibitors of IFN-gamma induced STAT1 signaling; NIH 3T3 STAT1-luciferase reporter, luminescence; 0.35% of 200,000 active; inhibition, % at 5.5 µM;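 active = inhibition above a set limit, the mean inhibition across all tested compounds plus 3 SD, cut at about 34% in these data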;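 also: 0% = IFN-gamma with DMSO and 100% = IFN-gamma with 300 µM nifuroxazide; values of inactives mirror those of a sister screen read the other way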
PPARg SRC-3 ag – promotes SRC-3 coactivator recruitment by human PPARgamma; P37231; 0.26% of 200,000 active; biochemical PPARgamma/SRC-3 coactivator recruitment assay; activation, % at 8 µM; in the data active = activation above about 23%;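 also: 0% = DMSO and 100% = reference agonist; some compounds past the cut are filed as inactive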
STAT3 act – STAT3 signaling activation | U3A cells, IL-6 STAT3-luciferase reporter, luminescence; 100% = signal with IL-6 EC80 alone | activation (% of control), % at 5.6 µM | 0.91% of 190,000 active | AID 871;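 active = activation above the screen-wide mean of compound activation plus 3 SD, cut at about 130% in these data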;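 also: 0% = background luminescence of wells with medium and substrate only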
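Material: STAT3-luciferase reporter U3A cells. Controls: IL-6-treated wells, 100% activation. Read-out: % activation versus median of IL-6-stimulated wells. Probe or stimulus: IL-6 stimulus at 33 ng/mL final. Timing: compound 1 h, then IL-6 6 h at 37 °C. Signal: reporter luminescence signal.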
PPARg SRC-2 ag – promotes SRC-2 coactivator recruitment by human PPARgamma; P37231; PPARgamma LBD-SRC-2 recruitment, biochemical; activation, % at 8 µM; 0.34% of 200,000 active; AID 1032; in the data active = activation above about 22%;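 also: 0% = vehicle and 100% = reference agonist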
TLR4-MyD88 BLA – inhibitors of human TLR4-MyD88 binding | HeLa CL3-4 TLR4/MyD88 BLA complementation, FRET ratio | inhibition, % at 8.4 µM | 0.18% of 200,000 active; in the data active = inhibition above about 25%;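 also: 0% = vehicle and 100% = reference inhibitor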
Target sequence (O00206 whole entry, looked up): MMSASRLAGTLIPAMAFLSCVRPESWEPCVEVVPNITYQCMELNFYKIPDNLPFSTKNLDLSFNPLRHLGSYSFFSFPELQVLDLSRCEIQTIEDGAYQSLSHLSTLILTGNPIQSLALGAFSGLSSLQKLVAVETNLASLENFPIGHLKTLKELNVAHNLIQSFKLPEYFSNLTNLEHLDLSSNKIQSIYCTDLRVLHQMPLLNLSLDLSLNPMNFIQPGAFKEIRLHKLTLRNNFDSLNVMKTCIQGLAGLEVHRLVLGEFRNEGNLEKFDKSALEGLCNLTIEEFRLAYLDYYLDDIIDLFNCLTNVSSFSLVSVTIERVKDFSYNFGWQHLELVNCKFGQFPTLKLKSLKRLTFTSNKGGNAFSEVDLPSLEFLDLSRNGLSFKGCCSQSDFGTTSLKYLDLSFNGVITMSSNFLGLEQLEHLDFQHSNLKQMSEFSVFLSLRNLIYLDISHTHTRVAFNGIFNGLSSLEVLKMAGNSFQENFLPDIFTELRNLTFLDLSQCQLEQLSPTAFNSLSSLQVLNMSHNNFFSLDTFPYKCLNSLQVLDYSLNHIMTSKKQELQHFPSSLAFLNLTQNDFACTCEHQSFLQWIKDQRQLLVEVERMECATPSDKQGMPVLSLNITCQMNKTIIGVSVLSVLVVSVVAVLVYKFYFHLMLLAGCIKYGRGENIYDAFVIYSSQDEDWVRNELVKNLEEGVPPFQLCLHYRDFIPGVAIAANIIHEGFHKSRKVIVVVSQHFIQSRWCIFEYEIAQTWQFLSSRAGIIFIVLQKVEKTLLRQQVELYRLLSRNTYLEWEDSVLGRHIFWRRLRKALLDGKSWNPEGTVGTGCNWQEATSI
Target sequence (Q99836 whole entry, looked up): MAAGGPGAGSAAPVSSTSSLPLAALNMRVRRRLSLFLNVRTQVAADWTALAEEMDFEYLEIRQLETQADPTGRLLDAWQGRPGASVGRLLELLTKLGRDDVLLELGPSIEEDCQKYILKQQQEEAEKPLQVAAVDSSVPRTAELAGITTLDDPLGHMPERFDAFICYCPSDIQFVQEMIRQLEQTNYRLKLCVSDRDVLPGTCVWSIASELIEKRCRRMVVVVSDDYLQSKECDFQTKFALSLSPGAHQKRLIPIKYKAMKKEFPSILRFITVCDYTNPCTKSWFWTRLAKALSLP
Numbers without * were called inactive; / = not tested or not shown.

SMILES	PPARg SRC-1 ag	ROMK primary	RAM network inh	STAT3 blocker	TR-FRET SRC-2 ct	S1P3 antagonist	STAT1 inh	PPARg SRC-3 ag	STAT3 act	PPARg SRC-2 ag	TLR4-MyD88 BLA
Cc1cc(NC(=O)CSc2nc3ccc(Cl)cc3[nH]2)no1	2	1.3	2.1	14	1575	/	6	7	92	3	-7
CCc1ccc2nc(N=C(N)N)nc(C)c2c1	-5	-0.17	-0.7	9	1577	-14	7	2	98	2	2
Cc1cc(C)c(-n2c(O)c(C=NCCN3CCOCC3)c(=O)[nH]c2=O)c(C)c1	-2	-0.02	-1.1	-2	1587	/	-2	-1	104	2	1
CCCCCCCCCS(=O)(=O)Nc1cc(C)ccn1	4	-0.037	1.5	-6	1667	-20	-1	4	104	3	-12
CCc1nc(SCC(=O)Nc2ccc3c(c2)OCCO3)c2oc3ccccc3c2n1	67*	/	2.6	2	1553	-15	2	-5	102	1	-8
CN(C(=O)COC(=O)c1c[nH]c(=O)[nH]c1=O)C1CCCCC1	-7	/	3.4	3	1544	/	-2	-6	101	-8	2
CCCSc1nc2cc(C)c(C)cc2n1CC(O)CO (stereo unspecified)	-2	-0.11	-0.2	2	1612	-6	-5	-6	100	12	-2
O=c1oc2ccccc2c2c1ncn2CCN1CCOCC1	-2	/	1.6	2	1485	-8	-2	-17	99	6	7
N/C(=N\OC(=O)CCCCCN1C(=O)c2ccccc2C1=O)c1ccccc1	2	/	0.8	2	1488	/	-15	0	107	-3	4
COc1ccc(/C=N/NC(=S)NC2CCS(=O)(=O)C2)cc1 (stereo unspecified)	2	/	0.6	-7	1444	-16	-5	-7	101	-6	1
CCOCC(=O)Nc1cc([N+](=O)[O-])ccc1OC	10	0.065	0.2	13	1585	-5	2	4	93	6	-10
Cc1sc2ncnc(NCC(c3ccco3)N(C)C)c2c1C (stereo unspecified)	5	-0.79	2.3	9	1584	8	24	10	95	5	-4
CCC(Sc1nncn1C)C(=O)Nc1nnc(-c2ccccc2Cl)s1 (stereo unspecified)	-2	/	1.3	0	1346	-20	-16	-1	107	-7	0
C=CCOc1c(OC)cc(Cl)cc1C1NC(=O)NC(C)=C1C(C)=O (stereo unspecified)	-4	-0.83	0.9	11	1543	-25	-5	-2	93	7	-4
Cc1cc(=O)[nH]c(SCc2nnnn2-c2ccc(Cl)cc2)n1	3	1	1.1	-5	1489	-3	10	7	102	-4	-5
COc1ccc(/C=C/C(=O)OCC(=O)Nc2c(C)cccc2C)cc1	7	-0.18	3.1	-10	1474	6	-7	-3	110	3	0
CS(=O)(=O)N(CC(=O)Nc1cccc(Cl)c1)c1ccccc1Cl	0	-0.68	-0.7	-4	1410	/	3	3	101	2	7
Cc1cc(N2CCCCC2)ccc1[N+](=O)[O-]	3	-1.4	0.4	-2	1616	1	0	3	102	3	1
CC(NC(=O)c1cnc2n(c1=O)CCS2)c1ccccc1 (stereo unspecified)	2	-0.02	1.5	5	1439	3	2	-3	98	-1	7
COc1ccccc1N=C1SC(C)CN1C(=O)C1CCC1 (stereo unspecified)	-1	0.03	4.2	1	1340	0	-4	-21	105	-3	-5

The list goes on, overlapping the part above by two compounds.
SMILES	PPARg SRC-1 ag	ROMK primary	RAM network inh	STAT3 blocker	TR-FRET SRC-2 ct	S1P3 antagonist	STAT1 inh	PPARg SRC-3 ag	STAT3 act	PPARg SRC-2 ag	TLR4-MyD88 BLA
CC(NC(=O)c1cnc2n(c1=O)CCS2)c1ccccc1 (stereo unspecified)	2	-0.02	1.5	5	1439	3	2	-3	98	-1	7
COc1ccccc1N=C1SC(C)CN1C(=O)C1CCC1 (stereo unspecified)	-1	0.03	4.2	1	1340	0	-4	-21	105	-3	-5
Nc1nc(-c2cccnc2)nn1C(=O)c1ccccc1Cl	4	-0.68	2.9	15	1590	-15	4	4	95	-8	-16
COc1cc(/C=N/NC(=O)COc2c(C)cc([N+](=O)[O-])cc2C)ccc1OC(=O)c1ccccc1	-7	-0.3	2.1	1	1447	-5	-4	0	97	-4	0
O=C(Nc1ccc(F)cc1F)c1cc(-c2ccco2)on1	-2	/	-0.1	24	1654	11	-9	0	88	1	-2
COCC(C)n1c(SCC(=O)NNC(=O)c2ccccc2)nc2ccccc2c1=O (stereo unspecified)	4	/	0.4	3	1574	-8	2	1	102	1	-8
Cc1ccc(C(=O)COC(=O)CNC(=O)c2ccc(N3C(=O)c4ccccc4C3=O)cc2)cc1C	7	/	6.0	2	1664	4	-2	5	98	-2	1
Cc1sc(NC(=O)c2sc3nc4c(C)cccc4cc3c2N)c(C#N)c1C	-1	/	3.8	-1	1505	/	4	4	102	2	25
COc1ccc(CCNC(=O)CSc2nnc3ccccn23)cc1	-3	0.033	1.7	-4	1332	5	-7	4	103	7	-15
O=C(NCCN1CCOCC1)Nc1cccc(Cl)c1	0	0.14	0.1	10	1576	10	-5	4	101	9	0
O=C(CSc1ccsc1[N+](=O)[O-])Nc1cccc(F)c1	3	-0.59	5.3	-16	1386	-16	-3	-2	118	8	4
CC(=O)NNC(=S)NC(=O)c1ccccc1	10	0.23	0.4	14	1637	3	-8	5	95	5	-21
Cc1ncc([N+](=O)[O-])n1CCOC(=O)Nc1ccc(Cl)c(Cl)c1	4	0.09	0.9	15	1560	/	-1	-5	93	-2	-2
CN=C(Nc1cc(C)nn1-c1ccccc1)c1ccccc1F	-5	0.68	-0.2	-1	1439	/	-2	-11	106	-5	14
Cc1ccc(N2C(=O)c3ccccc3C2=O)cc1Cl	3	/	2.9	5	1402	17	-23	-6	103	0	-2
Cc1noc(C)c1CSCC(=O)NC1=NCCS1	5	0.14	/	9	1612	/	-1	11	99	8	-5
O=C(COC(=O)COc1cccc(Br)c1)Nc1c(Cl)cccc1Cl	-2	0.46	3.2	3	1429	8	5	-1	100	-5	-10
COc1cc(CNc2ccccc2SC)ccc1O	-6	1.1	0.9	-6	1552	26	-6	4	112	-2	-10
O=C(c1c(F)cccc1F)N1CCC(O)(c2cccnc2)CC1	-2	/	1.2	-2	1467	16	-4	-1	102	-3	2
CC1CN(S(=O)(=O)Cc2ccccc2)CC(C)O1 (stereo unspecified)	5	/	0.3	25	1523	13	3	0	84	6	9
C(=N\n1cnnc1)/c1cn(Cc2ccccc2)c2ccccc12	3	0.0058	3.3	-5	1403	13	2	0	110	1	-5
Cc1ccccc1-n1nc2c(c1NC(=O)c1ccc(Br)o1)CSC2	0	/	4.3	3	1557	/	2	6	101	-3	-8
CCCC(c1nnnn1CC1CCCO1)N1CCN(c2ccccc2)CC1 (stereo unspecified)	4	0.87	1.0	0	1608	-2	-6	7	105	7	-6
O=C(CCC(=O)N(CC(=O)NC1CCCC1)C1CCCC1)Nc1ccccn1	12	-0.4	0.7	9	1677	-53	1	4	96	11	-4
COc1cccc(C(=O)Nc2ccccc2N2CCCC2)c1	-4	/	0.9	14	1454	-14	1	-1	90	10	9
COC(=O)C(Cc1ccccc1)N1CCS(=O)(=O)CC1 (stereo unspecified)	1	0.86	2.2	14	1608	-15	1	3	97	1	-11
Cc1cc(N)ccc1S(C)(=O)=O	-3	/	3.4	-4	1598	/	-1	-1	105	17	-18
COc1ccc(NC(=O)CC2C(=O)N(c3ccc(F)cc3)C(=S)N2NC(=O)c2ccccc2)cc1 (stereo unspecified)	4	/	5.2	-1	1477	3	-19	3	100	9	-5
CCn1c(/C=C/c2ccccc2)nc2ccccc21	1	/	2.5	21	1623	/	-37	8	86	8	6
O=C1CC2(CCCC2)CC(=O)N1c1ccccc1	7	/	-1.2	4	1556	-10	-3	1	99	0	-7
CCN(CC)c1ccc(/C=C(/C#N)C(=O)NCc2ccccc2)o1	5	-0.93	3.0	7	1668	5	-29	4	94	11	0
COc1ccc(CCNC(=O)c2ccco2)cc1OC	-7	-0.5	0.2	16	1448	-20	-1	1	93	-1	-21
O=C(NC1CCS(=O)(=O)C1)c1cccc(S(=O)(=O)N2CCCC2)c1 (stereo unspecified)	-2	0.44	1.1	14	1563	3	-2	0	93	5	4
COc1ncnc2c1NC(=O)CS2	-2	/	0.3	-3	1452	-26	-5	-6	103	0	9
COc1cc(C2C(C#N)=C(C)NC3=C2C(=O)CC(C)(C)C3)ccc1OCCO (stereo unspecified)	-4	0.52	5.0	3	1527	2	9	12	104	0	-11
COc1cc(-c2nnc(SCC(=O)N(C)C3CCS(=O)(=O)C3)o2)cc(OC)c1OC (stereo unspecified)	8	-0.021	2.0	6	1658	-5	6	4	100	6	-6

Gathered by group: the compounds so far with an aryl methoxy group (14)
SMILES	PPARg SRC-1 ag	ROMK primary	RAM network inh	STAT3 blocker	TR-FRET SRC-2 ct	S1P3 antagonist	STAT1 inh	PPARg SRC-3 ag	STAT3 act	PPARg SRC-2 ag	TLR4-MyD88 BLA
COc1ccc(/C=N/NC(=S)NC2CCS(=O)(=O)C2)cc1 (stereo unspecified)	2	/	0.6	-7	1444	-16	-5	-7	101	-6	1
CCOCC(=O)Nc1cc([N+](=O)[O-])ccc1OC	10	0.065	0.2	13	1585	-5	2	4	93	6	-10
C=CCOc1c(OC)cc(Cl)cc1C1NC(=O)NC(C)=C1C(C)=O (stereo unspecified)	-4	-0.83	0.9	11	1543	-25	-5	-2	93	7	-4
COc1ccc(/C=C/C(=O)OCC(=O)Nc2c(C)cccc2C)cc1	7	-0.18	3.1	-10	1474	6	-7	-3	110	3	0
COc1ccccc1N=C1SC(C)CN1C(=O)C1CCC1 (stereo unspecified)	-1	0.03	4.2	1	1340	0	-4	-21	105	-3	-5
COc1cc(/C=N/NC(=O)COc2c(C)cc([N+](=O)[O-])cc2C)ccc1OC(=O)c1ccccc1	-7	-0.3	2.1	1	1447	-5	-4	0	97	-4	0
COc1ccc(CCNC(=O)CSc2nnc3ccccn23)cc1	-3	0.033	1.7	-4	1332	5	-7	4	103	7	-15
COc1cc(CNc2ccccc2SC)ccc1O	-6	1.1	0.9	-6	1552	26	-6	4	112	-2	-10
COc1cccc(C(=O)Nc2ccccc2N2CCCC2)c1	-4	/	0.9	14	1454	-14	1	-1	90	10	9
COc1ccc(NC(=O)CC2C(=O)N(c3ccc(F)cc3)C(=S)N2NC(=O)c2ccccc2)cc1 (stereo unspecified)	4	/	5.2	-1	1477	3	-19	3	100	9	-5
COc1ccc(CCNC(=O)c2ccco2)cc1OC	-7	-0.5	0.2	16	1448	-20	-1	1	93	-1	-21
COc1ncnc2c1NC(=O)CS2	-2	/	0.3	-3	1452	-26	-5	-6	103	0	9
COc1cc(C2C(C#N)=C(C)NC3=C2C(=O)CC(C)(C)C3)ccc1OCCO (stereo unspecified)	-4	0.52	5.0	3	1527	2	9	12	104	0	-11
COc1cc(-c2nnc(SCC(=O)N(C)C3CCS(=O)(=O)C3)o2)cc(OC)c1OC (stereo unspecified)	8	-0.021	2.0	6	1658	-5	6	4	100	6	-6
